Screening data deposited in PubChem by several laboratories.
Platelet DG rel = modulates dense granule release in human platelets; human platelet-rich plasma, SFLLRN dense granule ATP release, luminescence; inhibition, %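 (compounds screened at 7.5 µM in platelet-rich plasma)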; 0.22% of 300,000 active; AID 1663;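 active = mean replicate score, as percent of positive control, at or above 50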
Dyrk1A ADPGlo = Dyrk1A (rat) kinase inhibition | inhibition, % at 12.5 µM | Q63470 | ADP-Glo luminescence, NFATc1 peptide | 0.43% of 310,000 active; in the data active = inhibition above about 50%;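 also: plate controls were vehicle with enzyme for no effect and no enzyme for full effect; many of its hits are not listed in these tables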
KCNQ1 inh = human KCNQ1 channel inhibition. P51787. CHO-K1 KCNQ1, FluxOR thallium flux fluorescence; stronger effect = higher value. B-score at 10 µM. 1.3% of 310,000 active. AID 2642;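 active = compounds whose thallium flux B-score, printed positive for inhibition, exceeds three library SD while starting fluorescence stays within three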;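 also: channel opened by potassium depolarization with thallium stimulus after 20 min compound exposure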
KCNK9 inh = human KCNK9 channel inhibition | HEK293 KCNK9, FluxOR thallium flux fluorescence; stronger effect = lower value | 1.2% of 310,000 active | B-score at 10 µM | Q9NPC2;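 active = ratio B-score over 3 SD below the library mean, with starting fluorescence within 5 SD of its mean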;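 also: negative B-score means less thallium flux so channel inhibition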
Target sequence (Q9NPC2 whole entry, looked up): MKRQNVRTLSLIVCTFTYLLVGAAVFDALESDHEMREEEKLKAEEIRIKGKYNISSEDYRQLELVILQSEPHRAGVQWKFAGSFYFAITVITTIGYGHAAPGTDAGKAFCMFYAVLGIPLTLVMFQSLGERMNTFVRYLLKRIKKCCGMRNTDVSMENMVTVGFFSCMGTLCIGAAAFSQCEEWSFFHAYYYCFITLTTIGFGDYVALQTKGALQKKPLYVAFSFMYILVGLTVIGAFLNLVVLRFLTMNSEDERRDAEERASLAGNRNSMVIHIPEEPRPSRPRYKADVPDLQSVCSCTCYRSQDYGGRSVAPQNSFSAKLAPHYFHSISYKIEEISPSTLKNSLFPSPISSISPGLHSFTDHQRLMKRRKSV
TRPC4 potent = allosterically enhances the mouse TRPC4 cation channel. B-score at 10 µM. AID 2227. Q9QUQ5. HEK293 TRPC4beta/mu-opioid, DAMGO EC20, Fluo-4 Ca2+ flux; stronger effect = higher value. 0.42% of 310,000 active;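 active = B-score of calcium response area above 5 SD of library B-scores, with initial fluorescence ratio within 5 SD of library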;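 also: B-score of integrated fluorescence ratio over time as area under calcium response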
PolyA inhibitor = yeast polyadenylation inhibition; calls only at 12 µM; S. cerevisiae SKY197-pL101 polyadenylation reporter, beta-gal luminescence; efflux-impaired pdr1/pdr3 knockout yeast; score 100 = 6 SD above DMSO; 0.02% of 300,000 active;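 active = lowest replicate activity score at least 50, where 100 means six control SD above control mean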;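 also: yeast exposed to compound for 9 h at 30 °C; higher score means more reporter readthrough which indicates perturbed polyadenylation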
KCNK3 inh = human KCNK3 channel inhibition, primary screen; O14649; CHO-KCNK3 thallium flux, FluxOR fluorescence; stronger effect = lower value; B-score at 10 µM; 0.84% of 340,000 active; AID 602410;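 active = B-score under library mean minus 4 SD, starting fluorescence ratio at most library mean plus 5 SD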;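 also: more negative B-score means stronger inhibition of thallium flux through KCNK3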
Target sequence (O14649 whole entry, looked up): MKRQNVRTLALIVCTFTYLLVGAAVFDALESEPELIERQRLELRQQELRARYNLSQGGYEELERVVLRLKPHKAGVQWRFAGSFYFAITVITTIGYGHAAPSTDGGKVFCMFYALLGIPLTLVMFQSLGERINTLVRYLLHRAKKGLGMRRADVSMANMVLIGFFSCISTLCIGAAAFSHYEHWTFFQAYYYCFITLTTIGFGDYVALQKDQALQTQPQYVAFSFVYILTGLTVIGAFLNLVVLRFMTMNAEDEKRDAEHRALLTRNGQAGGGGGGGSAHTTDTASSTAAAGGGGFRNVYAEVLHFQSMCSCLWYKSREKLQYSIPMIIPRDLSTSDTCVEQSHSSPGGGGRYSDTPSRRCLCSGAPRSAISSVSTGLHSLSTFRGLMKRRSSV
TRPC4 act = opens the mouse TRPC4 cation channel; AID 2237; 0.49% of 310,000 active; HEK293 TRPC4beta/mu-opioid, Fluo4 calcium fluorescence; stronger effect = higher value; Q9QUQ5; B-score at 10 µM;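 active = B-score above 5 SD of library B-scores, and initial fluorescence ratio not above library mean plus 5 SD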;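 also: positive B-score marks a calcium rise read as TRPC4 activation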
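system = HEK293 cells stably co-expressing mouse TRPC4beta and mu-opioid receptor | schedule = Fluo4 dye loading 45 min at room temperature, 110 s recording | measure = B-scored integrated calcium fluorescence ratio | signal = Fluo4 calcium-sensitive dye fluorescence, kinetic, 1 Hz baseline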
KCNQ1 pot = human KCNQ1 channel potentiation or activation. CHO-K1 KCNQ1, thallium flux FluxOR fluorescence; stronger effect = higher value. B-score at 10 µM. 0.35% of 310,000 active;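 active = fluorescence ratio B-score, a plate-corrected score, at least three library SD, with initial intensity B-score within 5 SD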
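Assay system: CHO-K1 cells stably expressing KCNQ1; Medium: assay buffer with matched DMSO; Also added: K+/Tl+ depolarizing stimulus; Dosing: single dose; Timing: dye 90 min, compound 20 min, room temperature; Measured by: kinetic FluxOR thallium fluorescence, 10-s 1-Hz baseline, 110-s post-stimulus read; Read-out: peak-minus-minimum fluorescence over initial fluorescence, negative-control normalized, B-scored.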
TRPC4 block = TRPC4 (mouse) channel inhibition. B-score at 10 µM. Q9QUQ5. 0.39% of 300,000 active. HEK293 TRPC4beta/mu-opioid, DAMGO-evoked Fluo4 calcium flux; stronger effect = lower value;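 active = B-score over 3 SD under the library average, no early fluorescence shift, positive overall ratio signal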
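Assay system: Stable TRPC4beta/mu-opioid receptor HEK293 cells | Reagent: DAMGO in two steps, submaximal then maximal | Compound dosing: Single concentration per test compound | Signal: Fluo4 Ca2+ flux fluorescence | Evaluation: Per-well B score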
hERG protect = hERG (human) protection from proarrhythmic block; Q12809; CHO-hERG, FluxOR thallium flux, dofetilide IC70 present; 0.51% of 310,000 active; activation (rescue from dofetilide block), less the hit threshold, % at 10 µM; AID 1511;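 active = activation above the mean of controls blocked by dofetilide plus 5 SD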;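 also: thallium influx through hERG after potassium depolarization seen as dye fluorescence rise; in these data hits start at about 4.7%; inactives centre near -7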
* = called active by the depositor; i = inactive; . = no result given. An excerpt. The share of hits here may be higher or lower than overall.

SMILES	Platelet DG rel	Dyrk1A ADPGlo	KCNQ1 inh	KCNK9 inh	TRPC4 potent	PolyA inhibitor	KCNK3 inh	TRPC4 act	KCNQ1 pot	TRPC4 block	hERG protect
Cc1ccc(C)c(OCc2cc(C(=O)N3C[C@@H](C)O[C@@H](C)C3)no2)c1	10	-2	i	i	i	i	i	i	i	i	-11
COc1ccc(N2CCN(C3CCCN(Cc4cccc(C)c4)C3)CC2)cc1 (stereo not given)	4	-4	i	i	i	i	i	i	i	i	-2
CCOc1ccccc1C(=O)N[C@H](C(=O)NCc1ccccc1)C(C)C	-5	.	i	i	i	i	i	i	i	i	-17
COCCNC(=O)Nc1ccc2nc(C)sc2c1	10	2	i	i	i	i	i	i	i	i	-9
COC(=O)c1ccc2ccn(CC(=O)NC(C)C)c2c1	-11	-3	i	i	i	i	i	i	i	i	4
CCOC(=O)c1cccc(NC(=O)c2ccc3c(c2)C(=O)N(CC2CCCO2)C3=O)c1 (stereo not given)	-4	6	i	i	i	i	i	i	i	i	-5
Cc1cc(NC(=O)c2cc(-c3ccc(Br)cc3)on2)no1	-1	1	i	i	i	i	i	i	i	i	-7
Cc1onc(-c2ccccc2Cl)c1C(N)=O	-3	3	i	i	i	i	i	i	i	i	-11
N/C(=N\c1nc2ccccc2o1)NC(=O)c1ccccc1F	-14	-2	i	i	i	i	i	i	i	i	-7
Cc1ccc(OCCCC(=O)NC2CCCCC2)cc1	-4	-2	i	i	i	i	i	i	i	i	-4
CC/C(=N\OC(=O)c1ccc(OC(C)C)cc1)c1ccc(C)cc1	-11	-18	i	i	i	i	i	i	i	i	0
O=C(COC(=O)c1c(F)cccc1Cl)NC1CCCC1	-4	2	i	i	i	i	i	i	i	i	-10
COc1ccc(N(CC(=O)NCc2cccs2)S(=O)(=O)c2c(C)nn(C)c2C)cc1	2	-2	i	i	i	i	i	i	i	i	-2
COc1ccc2[nH]cc(CCNS(=O)(=O)Cc3ccccc3)c2c1	-2	0	i	i	i	i	i	i	i	i	-13
COc1cccc(C(=O)Nc2nc3ccc(S(C)(=O)=O)cc3s2)c1	24	11	i	i	i	i	i	i	i	i	-12
CCN1CCN(Cc2c(O)ccc3c2O/C(=C\C=C\c2ccccc2OC)C3=O)CC1	8	0	6*	i	i	i	i	i	i	i	-31
COc1ccc(CCNC(=O)c2oc3ccc(OC)cc3c2C)cc1	-1	4	i	i	i	i	i	i	i	i	-10
COC(=O)c1ccc(COC(=O)CNS(=O)(=O)c2ccc(C)cc2)cc1	4	-2	i	i	i	i	i	i	i	i	-13
COc1ccccc1N1CCN(C(c2cccs2)C(C)NC(=O)c2cccs2)CC1 (stereo not given)	0	24	i	i	i	i	i	84*	i	i	-10
O=C(CSc1ccc(Br)cc1)NCC(c1cccs1)N1CCOCC1 (stereo not given)	13	-3	i	i	i	i	i	i	i	i	-10

In the list so far, these have bromine.
SMILES	Platelet DG rel	Dyrk1A ADPGlo	KCNQ1 inh	KCNK9 inh	TRPC4 potent	PolyA inhibitor	KCNK3 inh	TRPC4 act	KCNQ1 pot	TRPC4 block	hERG protect
Cc1cc(NC(=O)c2cc(-c3ccc(Br)cc3)on2)no1	-1	1	i	i	i	i	i	i	i	i	-7
O=C(CSc1ccc(Br)cc1)NCC(c1cccs1)N1CCOCC1 (stereo not given)	13	-3	i	i	i	i	i	i	i	i	-10

Remaining list, next part
SMILES	Platelet DG rel	Dyrk1A ADPGlo	KCNQ1 inh	KCNK9 inh	TRPC4 potent	PolyA inhibitor	KCNK3 inh	TRPC4 act	KCNQ1 pot	TRPC4 block	hERG protect
O=C(O)CCC(=O)N1CCc2cc(S(=O)(=O)NCc3cccs3)ccc21	12	3	i	i	i	i	i	i	i	i	-7
CCC1(C)NC(=O)N(/N=C/c2cc(OC)c(O)c(OC)c2)C1=O (stereo not given)	.	2	i	i	i	.	i	i	i	i	-7
COc1ccc(C)cc1NC(=O)C(Sc1nnc(Nc2ccccc2F)s1)c1ccccc1 (stereo not given)	-12	2	i	i	i	i	i	i	i	i	-7
Cc1cc(C)cc(NC(=S)NCCc2ccc(S(N)(=O)=O)cc2)c1	-3	8	i	i	i	i	i	i	i	i	-7
O=C(NC(c1ccccc1)c1ccccc1)c1ccc(Br)o1	1	-4	i	i	i	i	i	i	i	i	2
COc1ccc(Cl)cc1NC(=O)CCN1C(=O)C2C3CCC(C3)C2C1=O (stereo not given)	4	-1	i	i	i	i	i	i	i	i	-8
Cc1ccc(C2CC(c3ccc(F)cc3)Nc3nc(N)nn32)cc1 (stereo not given)	5	7	i	i	i	i	i	i	i	i	-3
Cc1onc(-c2ccccc2)c1C(=O)Nc1ccc(-c2nnc3n2CCCCC3)cc1	-2	13	i	i	i	i	i	i	i	i	-10
CSc1n[nH]c(NCc2ccc(C)cc2)n1	3	-5	i	i	i	i	i	i	i	i	-11
CCOc1ccc(CCNC(=O)CN2C(=O)NC3(CCCc4ccccc43)C2=O)cc1OCC (stereo not given)	-1	7	i	i	i	i	i	i	i	i	-15
CCCC(=O)NC(=S)Nc1c(C)cc(Br)cc1C	3	3	i	i	i	i	i	i	i	i	-6
CC1(C)C(C=C(Cl)Cl)C1C(=O)N1CCN(Cc2ccccc2)CC1 (stereo not given)	12	1	i	i	i	i	i	i	i	i	-17
C/C(=N/NC(=O)c1cccc(N2CCCC2=O)c1)c1ccncc1	1	0	i	i	i	i	i	i	i	i	2
CC(C)C(=O)Nc1c(C(=O)c2ccc(F)cc2)oc2ccccc12	-1	3	i	i	i	i	i	i	i	i	-8
O=C(O)[C@H](Cc1ccccc1)NC(=O)N1CCN(c2ccccc2)CC1	10	-5	i	i	i	i	i	i	i	i	-8
O=C(NC1CCN(C(=O)Nc2ccc(F)cc2)CC1)c1cccc(F)c1	-1	3	i	i	i	i	i	i	i	i	-10
CC(=O)Nc1ccc(C(=O)CSc2nnnn2C2CCCC2)cc1	-2	-5	i	i	i	i	i	i	i	i	-5
Cc1ccccc1NC(=O)c1ccc(C)c(S(=O)(=O)N2CCN(C)CC2)c1	2	7	i	i	i	i	i	i	i	i	-6
COCCN1CCN(c2cc(-c3ccccc3)nc3cc(-c4cccc(F)c4)nn23)CC1	-8	-7	6*	i	i	i	i	i	i	i	-12
Cn1c(Cn2c(=O)sc3ccccc32)nnc1SCC(=O)N1CCOCC1	-6	-3	i	i	i	i	i	i	i	i	-9
CN1C(=O)N2CN(C3CCCCC3)CN3C(=O)N(C)C1C23 (stereo not given)	-2	-6	i	i	i	i	i	i	i	i	-10
O=C(Nn1c(-c2ccncc2)nc2ccccc2c1=O)c1ccccc1Br	-3	-3	i	i	i	i	i	i	i	i	-12
CC(NC1CCN(Cc2ccccc2)CC1)c1ccc(F)cc1 (stereo not given)	-6	2	i	i	i	i	i	i	i	i	-5
CCOC(=O)c1ccc(S(=O)(=O)N2CCN(CC(O)COc3cccc(C(C)=O)c3)CC2)cc1 (stereo not given)	7	7	i	i	i	i	i	i	i	i	-7
COc1ccc(S(=O)(=O)N2CCOC2CNC(=O)C(=O)NCC(C)C)cc1OC (stereo not given)	-23	.	i	i	i	i	i	i	i	i	-9
Nc1ncnc2c1C1(CCCCC1)Cc1ccccc1-2	-6	-2	i	i	i	i	i	i	i	i	-9
C=CCn1c(SCCC(=O)O)nc2c1c(=O)n(C)c(=O)n2C	7	-1	i	i	i	i	i	i	i	i	1
CCOC(=O)c1c(-c2cccs2)csc1NC(=O)CN1CCOCC1	6	-5	i	i	i	i	i	i	i	i	-6
COc1ccc(NC(=S)N2CCN(C/C=C/c3ccccc3)CC2)c(OC)c1	0	-6	i	i	i	i	i	i	i	i	-6
O=C(Nc1cccnc1)c1ccc2snnc2c1	2	30	i	i	i	i	i	i	i	i	1
O=C(CCN1CCC(c2ccc(Cl)s2)=N1)c1ccc(Cl)s1	9	.	i	i	i	i	i	i	i	i	-5
O=C(CCNC(=O)c1ccccc1)NCCc1ccc(Cl)cc1	5	-6	i	i	i	i	i	i	i	i	-1
CCc1cc(-c2n[nH]c(=S)n2-c2ccccc2C)cs1	-1	7	i	i	i	i	i	i	i	i	-7
CC(=O)N1CCc2c(sc(NC(=O)CN3C(=O)c4ccccc4C3=O)c2C(N)=O)C1	9	39	i	i	i	i	i	i	i	i	-3
COc1ccc(Cc2nnc(NC(=O)C(C)(C)C)s2)cc1	11	-2	i	i	i	i	i	i	i	i	-11
CCCc1cc(=O)n2[nH]c(NC(=O)c3ccco3)nc2n1	-5	1	i	i	i	i	i	i	i	i	-1
O=C(CCc1ccccc1)Nc1nccs1	1	12	i	i	i	i	i	i	i	i	3
CC(=O)Nc1sc2c(c1C(c1ccccc1Cl)N1CCN(CCO)CC1)CCCC2 (stereo not given)	8	4	i	i	i	i	i	i	i	i	-5
Cc1ccccc1S(=O)(=O)/N=C(/c1ccccc1)N(C)C	-5	6	i	i	i	i	i	i	i	i	-7
CC(=O)c1cccc(NC(=O)CN2CCc3cc4c(cc3C2C)OCCCO4)c1 (stereo not given)	8	7	i	i	i	i	i	i	i	i	-10

Random excerpt: five entries already listed
SMILES	Platelet DG rel	Dyrk1A ADPGlo	KCNQ1 inh	KCNK9 inh	TRPC4 potent	PolyA inhibitor	KCNK3 inh	TRPC4 act	KCNQ1 pot	TRPC4 block	hERG protect
O=C(CCNC(=O)c1ccccc1)NCCc1ccc(Cl)cc1	5	-6	i	i	i	i	i	i	i	i	-1
COc1ccc(Cc2nnc(NC(=O)C(C)(C)C)s2)cc1	11	-2	i	i	i	i	i	i	i	i	-11
CCc1cc(-c2n[nH]c(=S)n2-c2ccccc2C)cs1	-1	7	i	i	i	i	i	i	i	i	-7
O=C(CCc1ccccc1)Nc1nccs1	1	12	i	i	i	i	i	i	i	i	3
C=CCn1c(SCCC(=O)O)nc2c1c(=O)n(C)c(=O)n2C	7	-1	i	i	i	i	i	i	i	i	1

Following part:
SMILES	Platelet DG rel	Dyrk1A ADPGlo	KCNQ1 inh	KCNK9 inh	TRPC4 potent	PolyA inhibitor	KCNK3 inh	TRPC4 act	KCNQ1 pot	TRPC4 block	hERG protect
Cn1c(CC(=O)Nc2ccccc2F)nnc1SCC(=O)Nc1nccs1	1	-2	i	i	i	i	i	i	i	i	-4
COc1ccccc1Nc1nc2nonc2[nH]c1=O	2	4	i	i	i	i	i	i	i	i	-7
COc1ccc(C(=O)N/N=C(\N)c2cc3ccccc3oc2=O)cc1	-3	-1	i	i	i	i	i	i	i	i	-7
N/C(=N\OC(=O)COc1ccc(Cl)cc1Br)c1cccnc1	-2	4	i	i	i	i	i	i	i	i	-7
